High-throughput results: PubChem BioAssay, several laboratories
sdo1 growth: sdo1-depleted yeast growth rescue; S. cerevisiae sdo1-depleted JHY4D growth rescue, OD600 30 h; active compounds read high; pdr5 snq2 efflux-pump mutant strain; z-score at 10 µM; hit rate 0.21% among 140,000; AID 817;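 active = z-score above 3 at both the 24 hr and the 30 hr optical density reads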;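 also: z-score against mean and SD of all compound wells on the same plate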
Insulin prom inh: TRM-6 insulin promoter activity inhibition. TRM-6 cells (human fetal islet line), insulin promoter-eGFP reporter, imaging; reporter expression induced with tamoxifen. inhibition, % at 2 µM. hit rate 0.9% among 130,000;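 active = inhibition above the mean plus 3 SD, with well images judged a real hit on visual review, cut at about 60% in these data, passing the limit was not always enough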
sdo1 growth Rescue 24 h: also measured in sdo1 growth; calls as there; z-score; S. cerevisiae sdo1-depleted JHY4D growth rescue, OD600; measured here: growth rescue at 24 h;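 0 is the plate mean of compound wells and units are plate SD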
An asterisk follows results filed as active; x = not tested or not shown; [ ] = dose if it differs, or a comment.

entry	Insulin prom inh	sdo1 growth	sdo1 growth Rescue 24 h	canonical_smiles
1	x	0.49	0.74	Cc1onc(-c2ccccc2Cl)c1C(=O)Nc1ccccc1C(N)=O
2	x	1.27	1.55	NC(=O)C1CCCN(C(=S)Nc2cccc3ccccc23)C1 (stereo not given)
3	-28.6	-1.94	-1.13	CCOC(=O)C1=C(O)C(=O)NC(c2ccccc2)=C(OC2CCCCC2)C1
4	-37.5	-0.41	-1.17	Cc1csc(C(=O)O)c1-n1cccc1
5	x	-0.67	0.41	COc1ccc(-c2cc(C(=O)Nc3c(C)nn(Cc4ccccc4Cl)c3C)no2)cc1OC
6	47.1	x	x	Cc1ccc(S(=O)(=O)N2CCN(C(=O)c3ccccn3)CC2)c(C)c1
7	20.0	-0.59	-1.79	COc1ccc2cc(CN(CC3CCCO3)S(=O)(=O)c3ccccc3Cl)c(=O)[nH]c2c1 (stereo not given)
8	46.7	x	x	O=C(COc1ccc(/C=N/NC(=O)c2ccc(O)cc2)cc1)Nc1cccc([N+](=O)[O-])c1
9	-30.8	0.75	0.1	CCOC(=O)N/N=C/c1ccc(N(CC)CC)cc1O
10	30.8	-0.87	-0.48	CN(C)CCNc1oc(COc2ccc(-c3ccccc3)cc2)nc1C#N
11	-40.0	x	x	Cc1c(Cl)cccc1NC(=S)N1CCCN(Cc2ccc(F)cc2)C1
12	-11.1	x	x	COc1ccc2o/c(=N/NC(=O)c3cccs3)c(C(N)=O)cc2c1
13	42.9	0.85	-0.16	CCOc1ccc(CNn2nnnc2N)cc1
14	-23.3	0.51	1.51	CCOc1ccc(C(=O)Nc2cccc([N+](=O)[O-])c2)cc1Br
15	x	0.3	0.03	CCOc1ccc(N2C(=O)C3CCCN3C2=O)cc1 (stereo not given)
16	x	-0.85	-0.46	CC(C)OC(=O)/C(C#N)=C/c1c[nH]c2ccccc12
17	-83.3	x	x	O=C(O)C(Cc1ccccc1)n1c(=S)[nH]c2ccccc2c1=O (stereo not given)
18	30.3	0.44	1.12	CC1=CCC(COC(=O)Nc2ccccc2)CC1 (stereo not given)
19	-25.0	x	x	CC(=O)c1sc2nc(CSc3nnnn3-c3ccccc3)[nH]c(=O)c2c1C
20	x	-1.6	-0.34	CN(C(=O)c1cc2nc(-c3ccco3)cc(C(F)(F)F)n2n1)C1CCCCC1
21	50.0	x	x	Cc1cc(N2CCCC2=O)ccc1S(=O)(=O)NCCOc1ccccc1
22	46.1	x	x	COc1ccc(C2C(C(=O)/C=C/c3ccco3)=C(O)C(=O)N2CCN2CCOCC2)cc1OC (stereo not given)
23	25.0	x	x	CCOC(=O)C1=C(C)N(c2ccc(OCC)cc2)C(=O)/C1=C\c1ccco1
24	-62.5	0.23	0.09	CCC(=O)N1c2ccc(S(=O)(=O)CCC(=O)NCc3ccc4c(c3)OCO4)cc2CC1C (stereo not given)
25	-3.5	-0.07	-0.5	Cn1c2ccccc2n2c(=O)c(=O)n(CC(=O)c3ccc(Cl)cc3)nc12
26	x	0.46	0.5	COC(=O)CCC(NC(=O)c1cc(-c2ccc3c(c2)OCCO3)oc1C)C(=O)OC (stereo not given)
27	13.0	x	x	CSc1ccc(C(=O)C2CCCN(C(=O)c3ccsc3)C2)cc1 (stereo not given)
28	68.2	0.13	0.42	CCOc1ccc2nc(C(C)O)[nH]c2c1 (stereo not given)
29	18.3	0.64	0.3	Cc1ccc(CNC(=O)c2ccc3c(=O)n(CCCN4CCCC4=O)c(=S)[nH]c3c2)cc1
30	53.5	x	x	CC(Sc1ccccc1)C(=O)NN=C1CCCCCC1 (stereo not given)
31	x	-0.14	-0.54	Cc1cccc(N2C(=O)SC(N(CC(=O)O)c3cccc(C)c3)C2=O)c1 (stereo not given)
32	46.7	0.54	0.36	COc1ccc(OCc2ccc(C(=O)N3CCOCC3)cc2)cc1
33	x	0.5	0.55	NC(=O)CN1CCN(c2ccccc2F)CC1
34	1.3	-0.95	-1.2	O=C(O)CCc1ccc(-c2cccs2)n1CCC(=O)O
35	9.7	-0.84	-1.09	Nc1ccccc1Oc1ncc(C(F)(F)F)cc1Cl
36	x	-1.21	-1.21	O=c1c2ccccc2n(Cc2ccc(F)cc2)c(=O)n1C1CCCC1
37	x	0.26	0.61	Cc1cc(O)c(-c2n[nH]c3c2C(c2cccc(O)c2)N(Cc2cccnc2)C3=O)cc1Cl (stereo not given)
38	16.7	-0.91	0.29	O=C1CCCCC1S(=O)(=O)c1ccccc1 (stereo not given)
39	x	0.69	-0.16	CCn1c(SCC(=O)OCC(=O)N2c3ccccc3NC(=O)C2(C)C)nnc1-c1ccco1
40	31.6	x	x	COc1cc(-c2nnc(NC(=O)c3ccc(S(=O)(=O)N4CCOCC4)cc3)o2)cc(OC)c1OC
41	-9.4	0.33	1.09	CCOC(=O)CS(=O)(=O)c1ccc(C(F)(F)F)cn1
42	0.0	x	x	CC(C)(C)Nc1c([N+](=O)[O-])c(=O)sc2ccccc12
43	-104.8	x	x	CCc1ccc(NC(=O)CSc2ccccn2)cc1
44	-21.4	0.72	0.29	Cc1cc(C(=O)NNC(=S)NC(=O)/C=C/c2ccccc2Cl)n[nH]1
45	x	-0.35	-0.44	Cc1c(S(=O)(=O)N2CCc3ccccc3C2)c(=O)n(C)c(=O)n1C
46	45.7	-0.15	0.07	O/N=C/c1cn(-c2ccccc2)nc1-c1ccc2c(c1)OCCO2
47	36.7	1.72	1.94	CCCCC(=O)NCCc1ccc(OC)cc1
48	14.3	0.04	0.47	CCOC(=O)c1c(C)[nH]c(C(=O)COC(=O)CN2C(=O)C3CCCCC3C2=O)c1C (stereo not given)
49	x	0.43	0.58	Cc1nn(C)c(C)c1S(=O)(=O)N1CCC(C(=O)NCCC2=CCCCC2)CC1
50	20.7	-0.32	-0.5	CCOc1ccc(-c2csc(N)c2C(=O)OC)cc1
51	25.0	1.27	1.64	COc1ccc(-c2nn(-c3ccccc3)cc2/C=N/n2cnnc2)cc1OC
52	21.7	0.23	-0.14	CC(C)(C)NS(=O)(=O)c1ccc(CCC(=O)N2CCOCC2)cc1
53	-18.2	2.02	1.45	CCOC(=O)CSC1=C(C#N)C(C)C2=C(CCCC2=O)N1 (stereo not given)
54	41.7	-0.23[9.2 µM]	0.77	COc1ccc(C2=C(Nc3ccc(F)cc3)c3ccccc3C2=O)cc1
55	20.6	1.16	1.52	O=C(Nc1ccc(Br)cc1)C1CCN(C(=O)c2ccc(F)cc2)CC1
56	-20.0	-0.06	-0.03	O=C1Cc2ccccc2C(c2ccc(Br)cc2)N1 (stereo not given)
57	x	-0.12	-1.02	Cn1ncc2c(NCc3ccccc3)ncnc21
58	25.7	-0.48	-0.55	CCCCC(=O)Nc1ccc2oc(-c3ccncc3)nc2c1
59	x	-0.02	-0.8	CCc1ccc(C2NC(=S)NC3=C2C(=O)CC(C)(C)C3)cc1 (stereo not given)
60	6.2	0.7	0.65	Cc1cc(C(=O)NCC(=O)O)c(C)o1

Next part
entry	Insulin prom inh	sdo1 growth	sdo1 growth Rescue 24 h	canonical_smiles
61	-64.3	-1.77	-1.64	O=C(Nc1ncc2c(n1)-c1ccccc1CC2)c1ccc(Cl)cc1
62	36.1	-0.74	-0.47	O=C(/C=C/c1ccccc1Cl)Nn1cnc2ccccc2c1=O
63	8.3	1.47	1.83	CCOC(=O)C1C(=O)NC(N2CCN(Cc3ccccc3)CC2)=NC1c1ccccc1 (stereo not given)
64	-10.5	x	x	CCc1nnc(NC(=O)CSc2nnc(CNc3ccc(OC)cc3)n2CC)s1
65	26.7	x	x	CC1CCC2(CC1)NC(=O)N(CC(=O)N1CCc3ccccc3C1)C2=O (stereo not given)
66	0.0	-1.07	-0.76	O=[N+]([O-])c1cnccc1Nc1ccc(F)cc1
67	26.9	-0.3	-0.8	CC(=O)Nc1ccc(C(=O)Nc2ccc(S(=O)(=O)N3CCCC3)cc2)cc1
68	33.3	x	x	COc1ccc(N2CCN(C(=O)CSc3nc4[nH]ncc4c(=O)n3-c3cccc4ccccc34)CC2)cc1
69	26.9	0.62	0.29	O=C(NCc1ccccn1)C1CCN(S(=O)(=O)N2CCCC2)CC1
70	-32.1	1.38	1.31	CCn1c(SCC(=O)NNC(=O)c2ccccc2)nnc1-c1ccncc1
71	17.9	-0.59	0.43	Cc1c(C#N)c(N)c(C(=O)c2ccccc2)n1Cc1ccccc1
72	-61.9	x	x	COc1cccc(NC(=O)c2cc([N+](=O)[O-])ccc2NC(=O)CNCC2CCCO2)c1 (stereo not given)
73	-30.8	-1.43	-1.42	Cn1c(SCc2nc(-c3cccs3)no2)nnc1C1CCCCC1
74	-68.6	0.55	-0.04	COc1ccc(/C=C2\N=C(SC)SC2=O)cc1OC
75	-25.9	0.2	0.58	CC(C)(C)c1ccc(C(=O)c2c[nH]c(C(=O)NCC3CCCO3)c2)cc1 (stereo not given)
76	x	-0.06	-0.5	Cn1nc(C(=O)OCC(=O)N2CCc3ccccc32)c2ccccc2c1=O
77	-2.9	0.19	-1.01	CCN(CC)C(=O)c1cnn(-c2ccccc2)c1NC(=O)c1ccco1
78	x	-0.78	0.28	CCc1ccc(OCC(=O)NNC(=O)CSc2ncnc3sc(C)c(C)c23)cc1
79	x	0.1	-0.7	CCOc1ccc(-n2c(SCC(=O)NCc3ccco3)nnc2-c2c[nH]c3ccccc23)cc1
80	-71.0	-0.1	0.45	Cc1nc2ncccn2c1-c1csc(Nc2ccccc2)n1
81	14.3	-1.49	-1.37	O=C(CSCC(=O)N1CCCc2ccccc21)Nc1nc(-c2ccccc2)cs1
82	-108.8	-0.98	-0.06	CCOC(=O)c1ccc(S(=O)(=O)NNC(=O)COc2ccccc2C)cc1
83	-91.7	x	x	CCOc1ccc(C(=O)NC2CC3CCCC(C2)N3CC(C)C)cc1 (stereo not given)
84	x	2.03	2.63	O=C(CCCCn1c(=O)[nH]c2ccsc2c1=O)NCc1ccc2c(c1)OCO2
85	x	0.56	0.31	CCOc1ccccc1Nc1nnc(SCc2ccc(C(=O)OC)o2)s1
86	x	-0.98	-0.81	CCn1c(CSc2nc3ccccc3s2)nnc1SCC(=O)c1ccc(Cl)cc1
87	x	-1.36	-0.84	CCCC(c1nnnn1Cc1cccs1)N1CCN(c2nc3ccccc3s2)CC1 (stereo not given)
88	0.0	-0.13	-0.1	COc1ccc(C)cc1NC(=O)C1CCCN(S(=O)(=O)c2cccc3nonc23)C1 (stereo not given)
89	x	0.16	-0.32	O=C(/C=C/c1ccccc1Cl)NCCN1CCOCC1
90	0.0	x	x	CCn1cc([C@@H]2C[C@H]3CN(Cc4cccc(Cl)c4)C(=O)[C@]34CCCN24)c(C)n1
91	0.0	0.34	0.42	COc1cc(-c2csc(C)n2)ccc1O
92	x	1.69	1.76	COc1cccc(/C=N/NC(=O)c2ccc(=O)n(C)c2)c1OC
93	x	0.02	-0.2	O=[N+]([O-])c1cccc(/C=N/N2CCN(c3ccccn3)CC2)c1
94	-321.4	0.5	0.93	Cc1ccccc1NC(=O)CSC1=C(C#N)C(c2ccsc2)CC(=O)N1 (stereo not given)
95	-2.9	-0.37	-1.3	Nn1c(COc2ccccc2)nnc1SCc1cc(=O)[nH]c2ccccc12
96	0.0	-1.04	-1.71	Cc1ccc(Cn2nnnc2CN2CCC(O)(c3ccc(F)cc3)CC2)cc1
97	x	-0.27	-0.14	O=C(COC(=O)c1cccs1)NCCC1=CCCCC1
98	14.3	x	x	Cc1cccc(C2c3[nH]c4ccccc4c3CCN2C(=O)c2cc(-c3cccn3C)n[nH]2)n1 (stereo not given)
99	44.4	1.84	3.13	CCN(CC)S(=O)(=O)c1cc(C(=O)O)ccc1Cl
100	x	0	-0.3	CCOc1ccc(N2CC(=O)N(c3ccc(OCC)cc3)CC2=O)cc1
101	-145.4	x	x	CCN(CC)C(=O)C(=O)c1cn(CC(=O)N2CCc3ccccc3C2)c2ccccc12
102	x	-0.6	-0.3	CSc1ccc(Cl)c(C(=O)NCCOc2ccccc2)c1
103	x	-0.02	0.03	CCOC(=O)c1ccc(NC(=O)COC(=O)Cc2csc(-c3ccccc3)n2)cc1

Of the compounds above, these have two or more sulfur atoms:
entry	Insulin prom inh	sdo1 growth	sdo1 growth Rescue 24 h	canonical_smiles
19	-25.0	x	x	CC(=O)c1sc2nc(CSc3nnnn3-c3ccccc3)[nH]c(=O)c2c1C
27	13.0	x	x	CSc1ccc(C(=O)C2CCCN(C(=O)c3ccsc3)C2)cc1 (stereo not given)
64	-10.5	x	x	CCc1nnc(NC(=O)CSc2nnc(CNc3ccc(OC)cc3)n2CC)s1
73	-30.8	-1.43	-1.42	Cn1c(SCc2nc(-c3cccs3)no2)nnc1C1CCCCC1
74	-68.6	0.55	-0.04	COc1ccc(/C=C2\N=C(SC)SC2=O)cc1OC
78	x	-0.78	0.28	CCc1ccc(OCC(=O)NNC(=O)CSc2ncnc3sc(C)c(C)c23)cc1
81	14.3	-1.49	-1.37	O=C(CSCC(=O)N1CCCc2ccccc21)Nc1nc(-c2ccccc2)cs1
85	x	0.56	0.31	CCOc1ccccc1Nc1nnc(SCc2ccc(C(=O)OC)o2)s1
86	x	-0.98	-0.81	CCn1c(CSc2nc3ccccc3s2)nnc1SCC(=O)c1ccc(Cl)cc1
87	x	-1.36	-0.84	CCCC(c1nnnn1Cc1cccs1)N1CCN(c2nc3ccccc3s2)CC1 (stereo not given)
94	-321.4	0.5	0.93	Cc1ccccc1NC(=O)CSC1=C(C#N)C(c2ccsc2)CC(=O)N1 (stereo not given)
